Source: PubChem BioAssay (The Scripps Research Institute Molecular Screening Center)
CHO-K1 Ca PAM: M1 PAM counterscreen hit in parental CHO-K1 cells; ATP EC20, Fluo-8 calcium fluorescence; 0% at ATP EC20, 100% at ATP max; activation, % at 3 µM; 360,000 compounds, 0.02% hits;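 active = activation above the run cutoff, the mean activation of all test compounds plus 3 SD, cut at about 40% in these data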;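 note: peak over basal fluorescence ratio in a 140 s read after ATP addition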
CHO-K1 Ca ag: M1 agonist counterscreen hit in parental CHO-K1 cells | AID 602248 | Fluo-8 calcium fluorescence; scaled to maximal ATP response, vehicle zero | 360,000 compounds, 0.48% hits | activation, % at 3 µM; in the data active = activation above about 15%;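 note: untransfected CHO-K1 host cells lacking M1 receptor as counterscreen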
OXTR potentiator: potentiators of human oxytocin receptor. P30559. activation, % at 3 µM. AID 2445. CHO-OTR cells, Fluo-8 calcium fluorescence, potentiator mode; 0% = oxytocin EC15, 100% = EC100. 320,000 compounds, 0.061% hits;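 active = activation above that plate's cutoff, the mean activation of tested compounds plus 3 SD, cut at about 6.6% in these data, passing the limit was not always enough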;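 note: 100% uses oxytocin at 75 nM as the full agonist control; some results filed as inactive read as strong as hits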
Target sequence (P30559 whole entry, looked up): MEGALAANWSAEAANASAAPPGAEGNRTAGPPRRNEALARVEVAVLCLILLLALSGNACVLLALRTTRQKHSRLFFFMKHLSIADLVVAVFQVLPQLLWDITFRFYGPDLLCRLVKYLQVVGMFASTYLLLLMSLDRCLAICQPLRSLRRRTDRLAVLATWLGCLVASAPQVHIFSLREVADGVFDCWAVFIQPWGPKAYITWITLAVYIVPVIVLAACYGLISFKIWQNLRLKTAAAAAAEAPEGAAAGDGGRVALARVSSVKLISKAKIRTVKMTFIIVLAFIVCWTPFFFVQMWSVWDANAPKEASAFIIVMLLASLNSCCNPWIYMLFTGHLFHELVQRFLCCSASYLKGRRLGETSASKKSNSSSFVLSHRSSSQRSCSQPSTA
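Dosing: Single dose, 3.0 µM nominal final compound concentration | Material: Human OTR in CHO cells | Technique: Kinetic Fluo-8 calcium fluorescence | Benchmarks: EC15 oxytocin alone as 0%, 75 nM oxytocin as 100% | Probe or stimulus: Oxytocin at about EC15, sub-maximal agonist stimulus | Incubation: Compound 6 min at room temperature before oxytocin, 100 s read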
CHRM1 antagonist: antagonists of human M1 muscarinic receptor. P11229. CHO-K1 hM1, Fluo-8 calcium fluorescence, ACh EC80 antagonist. inhibition, % at 3 µM. 360,000 compounds, 1.3% hits;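 active = percent inhibition above its own plate's cutoff, namely the mean of that plate's compound wells plus 3 SD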;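 note: peak over basal fluorescence ratio during 140 s after agonist addition; 0% = ACh EC80 plus DMSO and 100% = DMSO alone without agonist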
TAAR1 antagonist: human TAAR1 antagonism; Q96RJ0; CHO RD-HGA16 TAAR1, Fluo-8 calcium fluorescence, antagonist; inhibition, % at 3 µM; 360,000 compounds, 1.5% hits; AID 624466;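 active = inhibition above a per-plate cutoff, the mean inhibition of test compounds on that plate plus 3 SD, cut at about 49% in these data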;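 note: 0% = DMSO plus EC80 beta-PEA response and 100% = DMSO alone without agonist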
Target sequence (Q96RJ0 whole entry, looked up): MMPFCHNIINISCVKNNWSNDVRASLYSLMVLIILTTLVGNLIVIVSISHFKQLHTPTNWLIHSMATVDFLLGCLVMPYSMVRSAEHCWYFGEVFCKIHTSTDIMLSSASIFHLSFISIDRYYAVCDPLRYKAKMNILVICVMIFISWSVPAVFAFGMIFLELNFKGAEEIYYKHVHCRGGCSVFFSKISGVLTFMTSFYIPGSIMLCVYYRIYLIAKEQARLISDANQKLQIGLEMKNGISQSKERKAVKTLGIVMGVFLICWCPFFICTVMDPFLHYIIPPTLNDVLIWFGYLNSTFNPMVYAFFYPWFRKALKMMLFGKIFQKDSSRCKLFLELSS
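Test system – hTAAR1-expressing CHO RD-HGA16 cells, Gα16-coupled · Reagent – β-PEA at EC80 concentration, post-compound challenge · Compound dosing – 3 µM, single point · Timing – 140 s kinetic read after compound, 140 s after agonist · Detection – Fluo-8 intracellular calcium dye fluorescence, real-time kinetic reads · Control set – DMSO and EC80 PEA controls · Repeats – n of 1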
TAAR1 ag: human TAAR1 agonism; Q96RJ0; CHO RD-HGA16 TAAR1, Fluo-8 calcium fluorescence; vehicle wells 0%, saturating PEA agonist 100%; activation, % at 3 µM; 360,000 compounds, 0.99% hits;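 active = activation above the mean activation of all test compounds in the run plus 3 SD, cut at about 38% in these data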
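Assay system: CHO-derived RD-HGA16 cells with stable Gα16 and human TAAR1; timing: 17-24 h seeding, 75 min 37 °C dye, 30 min RT; read-out: % activation from peak over basal fluorescence ratio, DMSO-to-PEA scaled; measured by: kinetic Fluo-8 calcium fluorescence; benchmarks: low control DMSO, high control PEA (EC100); doses: 3 µM single concentration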
CHO-K1 Ca antag: nonselective inhibitor or artifact in parental CHO-K1 cells | 360,000 compounds, 0.6% hits | ATP-induced calcium, Fluo-8 fluorescence | inhibition, % at 3 µM;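 active = inhibition above a per-plate cutoff, the plate's mean sample inhibition plus 3 SD, cut at about 24% in these data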;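 note: 0% = DMSO plus EC80 ATP and 100% = DMSO alone without ATP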
CHRM1 agonist: human M1 muscarinic receptor agonism. P11229. CHO-K1 hM1, Fluo-8 calcium fluorescence, agonist mode; 0% DMSO, 100% acetylcholine EC100. activation, % at 3 µM. 360,000 compounds, 0.33% hits. AID 588814;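 active = activation above the run's mean compound activation plus 3 SD, cut at about 16% in these data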;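 note: peak over basal fluorescence ratio within a 140 s kinetic read after compound addition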
CHO parental Ca: signal in parental CHO cells, OX1R antagonist counter-screen. parental CHO-K1, ATP-induced calcium, Fluo-8 fluorescence. AID 463079. inhibition, % at 5.6 µM. 330,000 compounds, 0.63% hits;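 active = inhibition above that plate's mean sample inhibition plus 3 SD, cut at about 26% in these data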;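 note: 0% = ATP-challenged DMSO wells and 100% = DMSO wells without ATP; some compounds past the cut are filed as inactive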
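Assay system: parental CHO cells; Read-out basis: percent inhibition of ATP-evoked calcium rise, normalized to controls; Benchmarks: ATP and no-ATP DMSO wells; Compound dosing: single nominal dose of 5.6 µM per compound; Signal: Fluo-8 calcium dye fluorescence; Also added: ATP as calcium-mobilizing challenge; Repeats: singlicate.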
Active calls of the source: *; x = not tested or not shown.

SMILES	CHO-K1 Ca PAM	CHO-K1 Ca ag	OXTR potentiator	CHRM1 antagonist	TAAR1 antagonist	TAAR1 ag	CHO-K1 Ca antag	CHRM1 agonist	CHO parental Ca
FC(F)(F)c1ccc(/C=N/N2CCN(Cc3ccccc3)CC2)cc1	19.0	0.9	-6.9	-4.3	-33.3	6.4	-6.9	-2.0	-4.8
Cc1ccc(SC[C@H](C)CN2CC[C@H](C)CCC2=O)cc1	8.1	0.3	-9.4	-4.1	11.8	23.6	-16.8	-5.0	-23.4
Cc1nn(CC(=O)Nc2ccc(C#N)cc2)c(C)c1[N+](=O)[O-]	3.5	0.8	-5.2	2.0	1.5	-1.2	-1.0	-2.4	3.4
CCNC(=O)CCSc1nnc(-c2ccco2)o1	7.2	0.3	-7.0	-14.6	-19.3	4.4	-2.2	-3.0	-3.5
CCCCCCCC(=O)NN=C1CCN(Cc2ccccc2)CC1	7.9	-0.1	0.2	14.8	10.0	-2.4	-6.0	-7.1	-4.0
CCCS(=O)(=O)N1CCN=C1SCc1ccc(C)cc1	26.8	1.2	-3.0	-8.1	-1.2	3.3	-8.7	-7.0	-2.2
Cc1cc(C(=O)COc2ccccc2C(N)=O)c(C)n1CC1CCCO1 (stereo not given)	1.4	13.3	-10.7	19.4	19.4	10.4	17.7	0.3	33.9*
CN(CCC#N)C(=O)COC(=O)c1c2c(nc3ccccc13)/C(=C/c1ccco1)CC2	11.3	0.5	-3.3	-2.9	-10.9	-0.8	-6.8	-4.3	5.3
CS(=O)(=O)Nc1ccccc1C(=O)Nc1cc(Cl)cc(Cl)c1	13.2	2.9	-13.1	15.2	22.5	15.4	-7.1	1.5	19.5
C[C@H](CO)N1C[C@H](C)[C@@H](CN(C)Cc2ccc(Cl)c(Cl)c2)Oc2c(NS(=O)(=O)c3cn(C)cn3)cccc2C1=O	-1.4	0.0	2.9	-12.8	-10.7	0.0	-5.3	-3.1	-16.3
Nc1c(N(CCC2=CCCCC2)C(=O)c2ccc([N+](=O)[O-])o2)c(=O)[nH]c(=O)n1Cc1ccccc1	-10.6	0.1	-6.9	18.4	3.7	4.9	12.7	-3.3	-30.7
CCOC(=O)Cn1cnc2scc(-c3ccccc3)c2c1=O	7.3	0.9	-2.7	-8.0	-18.6	3.6	0.6	-3.6	-21.3
Cn1c(SCCOc2ccc(Cl)cc2)nnc1-c1ccncc1	14.0	0.4	-0.1	-7.4	-16.9	10.9	-7.7	-6.5	-14.1
CCOC(=O)c1ccccc1NC(=O)Cn1cnc2c(cnn2-c2ccc(OC)cc2)c1=O	x	x	3.0	x	-13.6	1.9	x	x	-8.6
COc1cc(/C=C2/C(=N)N3N=C(CC(=O)N4CCOCC4)SC3=NC2=O)ccc1OC(C)c1ccccc1 (stereo not given)	-5.4	-0.1	-1.4	18.7	-3.0	1.2	-4.7	-3.6	-10.6
NCCCn1c(C(=O)c2ccc(Cl)cc2)c2ccc([N+](=O)[O-])cc2[n+]1[O-]	10.2	1.0	-4.3	4.3	-7.8	4.3	-14.4	-10.1	-5.8
CCCCNS(=O)(=O)C1CCS(=O)(=O)C1 (stereo not given)	14.2	0.0	-7.4	-5.4	16.5	11.6	-17.7	-3.3	-6.1
Clc1cccc(-c2nc3ccc(Br)cn3c2Cc2ccsc2)c1	0.0	0.6	x	-22.4	-18.9	1.4	0.5	-6.7	x
O=C(NC1CC1)C1CC(=O)N(C2CCCCC2)C1 (stereo not given)	13.2	0.5	-2.3	-24.2	5.2	11.5	-10.6	-2.2	-9.2
O=C(CSc1nn(-c2ccc(Cl)cc2)c(=S)s1)NCC1CCCO1 (stereo not given)	8.9	0.5	-6.5	-10.0	-8.7	1.6	-16.1	-3.5	9.8
CCOc1ccc(C2C(C(=O)OC)=CN(CCOC)C=C2C(=O)OC)cc1	0.7	-0.1	-6.3	0.9	4.6	11.6	5.2	-5.0	-7.8
Cc1cccn2cc(CNC(=O)c3ccc(Br)o3)nc12	10.3	0.3	12.3*	-9.8	-1.6	1.2	-3.9	-6.7	-6.1
CCN(CC)S(=O)(=O)c1cccc(-c2nnc(SCC(=O)c3cc(C)n(C)c3C)o2)c1	14.4	0.2	-11.1	-7.8	-19.3	0.6	-8.9	4.9	-18.6
Cc1cc(C(=O)Nc2ccccc2)oc1C	19.4	-0.1	-9.4	-10.7	-19.9	0.4	-9.9	-4.9	-17.3
O=C(CCc1ccccc1)N1CCN(CCO)CC1	14.8	1.6	-9.6	-2.1	-3.5	1.0	-4.8	-3.4	-12.8
CC(C)CCN1C(N(C)C)=NC[C@@H]1C	-14.6	0.2	5.1	-5.7	1.2	3.0	3.9	-0.8	-1.6
CC(C)c1csc(CN2CCC(n3nccc3NC(=O)Cc3ccccc3)CC2)n1	18.0	3.0	-8.6	-9.6	-12.4	6.3	-10.0	-3.9	-12.1
CN1CCN(C(=O)c2ccccc2NC(=O)CCN2C(=O)c3ccccc3C2=O)CC1	16.1	0.1	-13.5	-24.4	-10.7	1.9	-7.5	-2.2	-1.7
COc1ccc(Cc2c(-c3ccco3)nc3c(C)cc(Br)cn23)c(C)c1	-7.5	0.1	x	-14.2	-4.5	-0.1	-3.9	-7.2	x
O=C(COc1ccc(Cl)cc1)N1CCN(C(=O)c2cccc(F)c2)CC1	4.9	0.7	-7.3	-2.0	1.4	2.7	-2.3	-2.2	-3.8

Part of the list above, as a markdown table.
| SMILES | CHO-K1 Ca PAM | CHO-K1 Ca ag | OXTR potentiator | CHRM1 antagonist | TAAR1 antagonist | TAAR1 ag | CHO-K1 Ca antag | CHRM1 agonist | CHO parental Ca |
| --- | --- | --- | --- | --- | --- | --- | --- | --- | --- |
| Nc1c(N(CCC2=CCCCC2)C(=O)c2ccc([N+](=O)[O-])o2)c(=O)[nH]c(=O)n1Cc1ccccc1 | -10.6 | 0.1 | -6.9 | 18.4 | 3.7 | 4.9 | 12.7 | -3.3 | -30.7 |
| CCOC(=O)Cn1cnc2scc(-c3ccccc3)c2c1=O | 7.3 | 0.9 | -2.7 | -8.0 | -18.6 | 3.6 | 0.6 | -3.6 | -21.3 |

Record cards, as listed above. Values in the order: CHO-K1 Ca PAM	CHO-K1 Ca ag	OXTR potentiator	CHRM1 antagonist	TAAR1 antagonist	TAAR1 ag	CHO-K1 Ca antag	CHRM1 agonist	CHO parental Ca
CCOc1ccc(C2C(C(=O)OC)=CN(CCOC)C=C2C(=O)OC)cc1 reads 0.7	-0.1	-6.3	0.9	4.6	11.6	5.2	-5.0	-7.8
CN1CCN(C(=O)c2ccccc2NC(=O)CCN2C(=O)c3ccccc3C2=O)CC1 reads 16.1	0.1	-13.5	-24.4	-10.7	1.9	-7.5	-2.2	-1.7
Cc1cccn2cc(CNC(=O)c3ccc(Br)o3)nc12 reads 10.3	0.3	12.3*	-9.8	-1.6	1.2	-3.9	-6.7	-6.1
CCN(CC)S(=O)(=O)c1cccc(-c2nnc(SCC(=O)c3cc(C)n(C)c3C)o2)c1 reads 14.4	0.2	-11.1	-7.8	-19.3	0.6	-8.9	4.9	-18.6
Clc1cccc(-c2nc3ccc(Br)cn3c2Cc2ccsc2)c1 reads 0.0	0.6	x	-22.4	-18.9	1.4	0.5	-6.7	x

Remaining list, next part:
SMILES	CHO-K1 Ca PAM	CHO-K1 Ca ag	OXTR potentiator	CHRM1 antagonist	TAAR1 antagonist	TAAR1 ag	CHO-K1 Ca antag	CHRM1 agonist	CHO parental Ca
COc1ccc(NC(=S)Nc2cccc3ccccc23)cc1OC	14.5	2.8	-5.6	-9.8	-2.6	-0.3	-7.7	-2.7	-17.1
S=C(Nc1ccc(Cl)cc1)N(CCCN1CCOCC1)Cc1cccs1	6.6	1.7	-1.7	45.5*	-0.4	1.1	-20.7	-8.7	-8.4
Cc1ccc(Nc2nc(Nc3ccc(C)cc3)nc(SC3=NCCS3)n2)cc1	-12.7	-0.5	-1.9	-8.3	-6.8	0.4	11.6	-6.6	-21.1
CC(C)CC(=O)c1c[nH]c(C(=O)NCc2cccnc2)c1	8.5	0.5	-8.8	-10.7	-22.9	5.7	-21.3	-6.2	-7.8
CCS(=O)(=O)c1ccc(OC)c(N=Nc2ccc(O)c3ncccc23)c1	-14.1	-0.1	-5.8	11.4	0.7	3.7	10.4	-3.5	-7.1
Cn1ccc(C(=O)N/N=C/c2ccncc2)n1	-5.9	0.0	x	-22.3	-21.3	7.1	3.5	1.1	x
Cc1ccc(C)c(OCC(=O)Nc2ccccc2C(=O)N2CCOCC2)c1	11.7	1.9	-2.4	-0.8	-4.1	1.6	-0.9	-1.4	-3.2
COCCNC(C(=O)Nc1ccc(C)cc1[N+](=O)[O-])c1ccccc1 (stereo not given)	15.0	13.7	0.3	0.4	-20.4	-1.2	-4.6	-6.4	-17.0
O=C1c2ccccc2NC(c2ccc(O)cc2)N1c1ccccc1 (stereo not given)	14.4	1.9	0.5	0.7	7.6	-1.2	-11.1	-3.1	2.6
CN(C(=O)c1cccs1)c1ccc(OCC(=O)Nc2ccc(C(=O)O)cc2)cc1	3.8	0.8	-0.9	-16.3	-19.8	-0.4	-2.7	-1.6	-9.3
CCOC(=O)N1CCC(N2CCN(S(=O)(=O)CC)CC2)CC1	16.5	1.2	-3.1	5.0	x	x	-9.3	11.9	-0.8
CC(C)(C)OC(=O)NCCNC(=O)c1cccs1	17.1	1.1	1.8	-21.4	-16.2	3.0	-5.3	0.8	-4.8
CCOC(=O)C(C)Oc1ccc(C2NC(=O)NC(C)=C2C(C)=O)cc1Br (stereo not given)	5.3	0.1	1.4	-1.4	5.8	-2.6	-1.0	-2.3	-11.3
COc1cc(C(=O)N2CCSCC2)ccc1OC1CCN(C(C)=O)CC1	-3.8	1.0	-2.9	-8.3	-8.3	2.7	-0.2	-1.7	-1.2
COc1cccc(-c2csc(NNC(=O)c3cccs3)n2)c1	-15.6	-0.1	-3.8	-15.9	-20.3	-0.7	1.7	2.8	-1.4
C=CCNC(=O)COC(=O)COc1ccc(Cl)cc1	4.9	1.6	1.3	8.0	-8.9	0.1	-2.1	-2.1	12.6
